BL2 CD40 inh = CD40 pathway inhibition in BL2 cells; BL2 NF-kB luciferase reporter, CD40L-induced, 4 h; inhibition, % at 10 µM; 83,000 tested, 0.94% active;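 active = mean inhibition of at least 50% with a set share of replicates also reaching that level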;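 also: 0% = neutral control wells and 100% = IKK inhibitor VII at 50 µM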
* = called active by the depositor; [ ] = dose if it differs, or a comment.

SMILES	BL2 CD40 inh
O=C(CCN1C(=O)c2ccncc2C1=O)Nc1ccc2c(c1)OCCO2	24.6
c1ccc(C2=NCCCN2)cc1	1.3
CCCn1c(=O)c(-c2nc3ccccc3[nH]2)c(O)c2ccccc21	-26.0
COc1ccc(NC(=O)NC23CC4CC(CC(C4)C2)C3)cc1OC	-5.3
COc1ccc(-c2cnn3c4c(c(C)nc23)CCN4C2CCCC2)cc1OC	-5.7
CC(C)[C@H](NC(=O)Nc1ccc2c(c1)OCCO2)C(=O)O	2.2
O=C(C[C@H]1C[C@H]2c3cc(NC(=O)C4CCC4)ccc3O[C@H]2[C@H](CO)O1)NCCc1ccccc1	15.2[25 µM]
COc1ccc2cc(C(=O)C3CCCN(C(=O)c4snnc4C)C3)ccc2c1 (stereo not drawn)	-3.9
CC(Oc1ccccc1)C(=O)OCC(=O)Nc1ccc2c(c1)OCO2 (stereo not drawn)	-8.0
CSc1ncccc1C(=O)N1CCC1(C)C(=O)NC(C)C (stereo not drawn)	-10.3
O=C(N[C@H]1CC[C@H](CC(=O)N2CCOCC2)O[C@@H]1CO)c1cccc(F)c1	10.7[25 µM]
O=C(CCCC(=O)NCc1ccccc1)NCc1ccccc1	12.1
CCOc1ccc(Oc2ccc(S(=O)(=O)N3CCOCC3)cc2NC(=O)CCNC(C)=O)cc1	-0.2
O=C1Cc2ccccc2C(=O)N1Nc1ccccc1	7.7
COc1ccc(NC(=O)c2c(SC)nsc2SC)cc1	6.0
Cc1cc(C)n2c(SCC(=O)Nc3ccccc3C#N)nnc2n1	3.9
COc1ccc(CN(C)C[C@@H]2OCc3cnnn3CCCC(=O)N([C@@H](C)CO)C[C@H]2C)cc1	-5.2[25 µM]
c1ccc(-c2nnc(CSc3ccc4c(c3)OCCO4)o2)cc1	-11.4
O=C(CNC(=O)c1cccs1)NCC(=O)OCC(=O)c1ccccc1	2.1
O=C(c1ccco1)N1CCCSC1=Nc1ccccc1	13.1
Cn1c(-c2ccc3ccccc3n2)nc2cnccc21	-107.9
CC(=O)c1ccc(S(=O)(=O)NC2CCCCCCC2)cc1	13.3
O=C(Cc1ccccc1)N1C[C@@H]2[C@H](c3ccccc31)[C@@H](CO)N2C(=O)C1CC1	2.2
O=C(Cn1c(-c2cncs2)nc2ccccc21)NCc1ccccc1	3.8
CC(=O)c1ccc(N=C2SCCCN2C(=O)C2CCCCC2)cc1	-2.1
O=C(NCc1ccc2c(c1)OCO2)c1cccc(C(=O)NCc2ccc3c(c2)OCO3)c1	4.7
CCOC(=O)N1CCN(c2cc(N3CCOCC3)c(F)cc2[N+](=O)[O-])CC1	25.6
COc1ccc(CNC(=O)C[C@@H]2C=C[C@H](NC(=O)c3ccc4c(c3)OCO4)[C@H](CO)O2)cc1	-19.4
COc1cc(/C=C/C(=O)OCC(=O)Nc2cccc(F)c2)ccc1O	0.4
c1ccc(-c2ccccc2-c2nc(-c3cccnc3)no2)cc1	-3.5
Cc1noc(C)c1COC(=O)c1csc2c1CCC(C)C2 (stereo not drawn)	-1.1
CC(CC(=O)Nc1nncs1)c1ccccc1 (stereo not drawn)	15.9
COc1ccccc1C1CCN(Cc2cccc(C(=O)N3CCC(O)CC3)c2)CC1	7.4
COc1cc(NC(=O)c2ccccc2)ccc1NC(=O)Cc1ccccc1	-1.2
O=[N+]([O-])c1ccccc1/C=C\C=N\N1CCN(c2ccccc2)CC1	-13.5
CCc1ncc(C(O)c2cccc(OC)c2OC)n1C (stereo not drawn)	8.5
O=C(NC1CCCCC1)Oc1cccc2ccccc12	-7.8
CN1C(=O)c2cc(NS(=O)(=O)c3cccc(F)c3)ccc2OC[C@H]2O[C@@H](CC(=O)N3CCc4ccccc4C3)CC[C@H]21	0.9[25 µM]
CN(C)CCCn1c(=O)n(C2CCCCC2)c(=O)c2c3c(sc21)CCCCC3	-1.4
Cc1cc(Br)c(NC(=O)CSc2n[nH]c(N)n2)c(Br)c1	6.5

Some of these compounds in order of the BL2 CD40 inh value, low to high:
Structure	BL2 CD40 inh
COc1ccc(CNC(=O)C[C@@H]2C=C[C@H](NC(=O)c3ccc4c(c3)OCO4)[C@H](CO)O2)cc1	-19.4
O=[N+]([O-])c1ccccc1/C=C\C=N\N1CCN(c2ccccc2)CC1	-13.5
COc1cc(/C=C/C(=O)OCC(=O)Nc2cccc(F)c2)ccc1O	0.4
CCOC(=O)N1CCN(c2cc(N3CCOCC3)c(F)cc2[N+](=O)[O-])CC1	25.6

Exported as a markdown table: two of the compounds above.
| canonical_smiles | BL2 CD40 inh |
| --- | --- |
| c1ccc(-c2ccccc2-c2nc(-c3cccnc3)no2)cc1 | -3.5 |
| O=C(NC1CCCCC1)Oc1cccc2ccccc12 | -7.8 |

The listing picks up with the 3 entries that preceded the break.
SMILES	BL2 CD40 inh
CN1C(=O)c2cc(NS(=O)(=O)c3cccc(F)c3)ccc2OC[C@H]2O[C@@H](CC(=O)N3CCc4ccccc4C3)CC[C@H]21	0.9[25 µM]
CN(C)CCCn1c(=O)n(C2CCCCC2)c(=O)c2c3c(sc21)CCCCC3	-1.4
Cc1cc(Br)c(NC(=O)CSc2n[nH]c(N)n2)c(Br)c1	6.5
Cc1ccc(C(=O)NCCN2CCNC2=O)cc1	-41.5
CC1=C/C(=N\N=C2\NC(=O)C(CC(=O)Nc3ccccc3F)S2)CC(C)(C)C1 (stereo not drawn)	21.9
O=C(NNC(=O)C12CC3CC(CC(Cl)(C3)C1)C2)c1ccncc1	5.2
CCS(=O)(=O)N1[C@H](C#N)[C@@H](c2ccc(C#Cc3ccccc3F)cc2)[C@H]1CO	-12.7[25 µM]
CCOC(=O)N1CCN(C(=O)c2cc(S(=O)(=O)N3CCCC3)cn2C)CC1	4.7
CC(C)CN(CC(C)C)C(=O)C12CCC(C)(C(=O)C1)C2(C)C (stereo not drawn)	4.2
CN1CCN(c2oc(-c3ccco3)nc2S(=O)(=O)c2ccccc2)CC1	6.4
CCOc1ccc(-c2cccc(NS(=O)(=O)c3cc([N+](=O)[O-])ccc3C)c2)nn1	5.8
CCS(=O)(=O)Nc1ccc2c(c1)C(=O)N(C)C[C@@H](OC)[C@@H](C)CN(CC1CCCC1)[C@H](C)CO2	2.9
COc1cc(NC(=O)COc2cccc3c2OC(C)(C)C3)cc(OC)c1OC	18.2
CC(C)(C)N(Cc1ccccc1)C(=O)CN1C(=O)c2ccccc2S1(=O)=O	3.0
CC(=O)N(Cc1cccs1)Cc1cc2ccc(C)c(C)c2nc1Cl	-1.6
CN1[C@@H]2c3ccc(C4=CCCCC4)c(=O)n3C[C@H]1[C@H](CO)[C@H]2C(=O)NCCc1ccccc1	-0.9[25 µM]
COc1cc(C2C(C(=O)c3ccc(C)o3)=C(O)C(=O)N2Cc2ccccc2)ccc1O (stereo not drawn)	-0.7
O=S(=O)(c1ccccc1)N1CCN(S(=O)(=O)c2ccccc2)c2ccccc21	5.2
CN(C)C(=O)c1cccc(-c2ccccc2[C@H]2[C@@H](C#N)N(C(=O)C3CC3)[C@H]2CO)c1	-23.5[25 µM]
Nc1nc(SCC(=O)N2N=C3/C(=C\c4ccco4)CCCC3C2c2ccco2)n[nH]1 (stereo not drawn)	10.3
COc1cccc(NC(=O)N(C)C[C@@H]2OCc3ccccc3-c3c(n(C)c4ccccc34)C(=O)N([C@@H](C)CO)C[C@H]2C)c1	12.8
Cc1cc(C)nc(Nc2n[nH]c(-c3cccc4ccccc34)n2)n1	-21.3
O=C(COC(=O)c1ccc(S(=O)(=O)N2CCCC2)cc1)NCc1ccccc1	9.9

As entered above:
Under BL2 CD40 inh, Cc1ccc(C(=O)NCCN2CCNC2=O)cc1 has -41.5
Under BL2 CD40 inh, O=C(NCc1ccc2c(c1)OCO2)c1cccc(C(=O)NCc2ccc3c(c2)OCO3)c1 has 4.7
Under BL2 CD40 inh, O=C(c1ccco1)N1CCCSC1=Nc1ccccc1 has 13.1
Under BL2 CD40 inh, CCOc1ccc(-c2cccc(NS(=O)(=O)c3cc([N+](=O)[O-])ccc3C)c2)nn1 has 5.8
Under BL2 CD40 inh, O=C(NNC(=O)C12CC3CC(CC(Cl)(C3)C1)C2)c1ccncc1 has 5.2

(next part)
SMILES	BL2 CD40 inh
CC(C)SCCCOc1ccc(C(C)(C)C)cc1	-13.2
COc1ccccc1CCC(=O)N1CCN(S(=O)(=O)c2cccc(F)c2)CC1	21.1
Clc1cccc(Cl)c1/C=C/c1nc2ccccc2[nH]1	-61.4
CCS(=O)(=O)CCSc1nc(C)cc(C)c1C#N	4.5
Cc1cc(CSc2ccccc2C(=O)O)on1	6.0
NC(=O)COC(=O)[C@H](Cc1ccccc1)NS(=O)(=O)c1ccc2c(c1)OCCO2	0.0
Cc1cccn2c(=O)nc(SCC(=O)Nc3cccc4ccccc34)nc12	-1.6
Cn1cccc1C(=O)NCC(c1ccc(F)cc1)N1CCOCC1 (stereo not drawn)	-10.0
CC(=O)Nc1c(O)n(C)c2ccccc12	10.9
CC(C)(CNC(=O)c1cc2c(s1)CCCC2)N1CCOCC1	-0.8
O=C(Cc1ccccc1)N1C[C@@H]2[C@H](c3ccccc31)[C@@H](CO)N2S(=O)(=O)c1ccccc1	-7.0[25 µM]
CCCCN(c1ccccc1)S(=O)(=O)N(C)C	8.2
CN(CC(=O)Nc1ccc(F)cc1)C(=O)c1cccc(NS(=O)(=O)c2ccccc2)c1	3.7
CCOC(=O)[C@H](CCc1ccccc1)N[C@@H](C)C(=O)N1CCC[C@H]1C(=O)O	13.5
c1ccc(NCc2nnc3n2CCCCC3)cc1	7.8
O=C(Nc1nnc(-c2ccc3c(c2)OCCO3)o1)c1ccc(Cc2ccccc2)cc1	15.6
CCS(=O)(=O)N[C@H]1C=C[C@@H](CC(=O)O)O[C@@H]1CO	1.6[25 µM]
COc1cccc(NC(=O)N(C)C[C@H]2OCc3ccccc3-c3c(n(C)c4ccccc34)C(=O)N([C@H](C)CO)C[C@H]2C)c1	-5.2
COc1ccc(CN2C(=O)NC3(CCOc4ccccc43)C2=O)cc1F (stereo not drawn)	2.8
COC(=O)c1sccc1-c1ccc(C(=O)Nc2ccccc2)o1	-106.0
COc1cccc(-c2cccc(-c3nc(C(=O)N(C)C)cc4c3[C@@H](CCO)N([S@](=O)C(C)(C)C)C4)c2)c1	-7.3
COCCn1c(C)cc(/C=C(\C#N)C(=O)OC(C)C(=O)Nc2ccc(NC(C)=O)cc2)c1C (stereo not drawn)	-3.4
CCCCc1nc2cc(C(=O)NC(C)c3cnn(C)c3)ccc2o1 (stereo not drawn)	-53.5
C[C@@H](NC(=O)[C@H]1[C@H](CO)[C@H]2Cn3c(cccc3=O)[C@H]2N1CCC(F)(F)F)c1ccccc1	9.4[25 µM]
O=C(c1ccc(F)cc1)N1CC[C@@H]2[C@@H](CO)Nc3ccc(C#Cc4ccccc4F)cc3[C@@H]21	3.1[25 µM]
O=C(CSc1nc(=O)n2ccccc2n1)N1CCN(c2ccccc2)CC1	-11.1
O=C(OCc1nnc(-c2ccc([N+](=O)[O-])cc2)o1)C1CCN(C(=O)c2ccc(Cl)cc2)CC1	-1.6
C[C@H]1CN([C@@H](C)CO)C(=O)CCCn2cc(nn2)CO[C@H]1CN(C)Cc1ccc(-c2ccccc2)cc1	12.0
COc1ccccc1NC(=O)CCc1nnc2ccc(N3CCN(C)CC3)nn12	3.3
CCN(CC)C(=O)CSc1nnc(-c2ccccc2)o1	-60.7
C/C=C(/C(=C/C)c1ccc(O)cc1)c1ccc(O)cc1	4.2
Cc1cc(C)c2nc(C(F)(F)F)c(C#N)c(N)c2c1	20.2
COc1cc2ccccc2cc1C(=O)O	2.8
CCOC(=O)c1sc(NC(C)=O)cc1C	-7.1
N#CC(C(=O)OCc1ccccc1)c1nc2ccccc2nc1N1CCOCC1 (stereo not drawn)	7.4
Cc1noc(C)c1NC(=O)N(C)C[C@H]1OCc2cnnn2CCCC(=O)N([C@H](C)CO)C[C@@H]1C	4.0[25 µM]
COc1ccc(/C=N/n2cnnc2)cc1Cn1nc(C)c([N+](=O)[O-])c1C	6.0
COc1ccccc1-c1cn(CC[C@@H]2CC[C@H](NC(=O)C3CCCCC3)[C@H](CO)O2)nn1	5.2[25 µM]
C[C@@H]1CN([C@@H](C)CO)C(=O)c2ccccc2-c2ccccc2CO[C@@H]1CN(C)Cc1ccccc1C(F)(F)F	53.3*[25 µM]
CC1CCCCN1CCCNC(=O)c1cc(Br)c(Br)[nH]1 (stereo not drawn)	14.6
C[C@H](CO)N1C[C@H](C)[C@@H](CN(C)Cc2ccccc2C(F)(F)F)OCc2ccccc2-c2c(n(C)c3ccccc23)C1=O	16.2[25 µM]
C/C(=N\NS(=O)(=O)c1ccccc1)c1ccc2c(c1)OCCO2	1.8
CC(C)CCNC(=O)C1CCN(C(=O)N(C)C)CC1	0.7
O=C(C[C@@H]1C[C@H]2c3cc(NC(=O)NC4CCCCC4)ccc3O[C@H]2[C@@H](CO)O1)NCC1CC1	0.8
CCCCNC(=O)c1cc2cc(OC)ccc2[nH]1	-12.9
C[C@@H]1CCCCO[C@H](CN(C)S(=O)(=O)c2cn(C)cn2)[C@@H](C)CN([C@@H](C)CO)C(=O)c2cc(N(C)C)ccc2O1	-6.8[25 µM]
CCC1(c2ccc(F)cc2)NC(=O)N(CC(=O)Nc2cccc(S(=O)(=O)N3CCCCC3)c2)C1=O (stereo not drawn)	11.5
COc1cc(C(O)c2nc(-c3cccc(C(=O)O)c3)cs2)ccc1F (stereo not drawn)	-53.5
c1ccc(Nc2scc(-c3ccccc3)[n+]2Cc2ccco2)cc1	-94.6
Cc1c(C(=O)NCC2CCCO2)oc2ccc(S(=O)(=O)N3CCCCC3)cc12 (stereo not drawn)	14.3
O=C(C[C@@H]1CC[C@H]2[C@@H](COC[C@@H](O)CN2Cc2nccs2)O1)N1CCC(Cc2ccccc2)CC1	-4.2[25 µM]
O=C(Nc1ccccc1)N1C[C@@H]2[C@H](c3ccccc31)[C@@H](CO)N2Cc1ccccc1	2.5[25 µM]
S=C(Nc1ccc2c(c1)OCO2)N1CCN(Cc2ccco2)CC1	-12.5
CCCN1[C@@H]2c3cccc(=O)n3C[C@H]1[C@H](CO)[C@H]2C(=O)N[C@H](C)c1ccccc1	-5.9[25 µM]
O=[N+]([O-])/C(N=Nc1ccccc1)=N\Nc1ccccc1	-22.6
Cc1cc(C)cc(NC(=O)Cc2ccc(S(=O)(=O)N3CCCC3)s2)c1	8.3
CC(=O)Nc1ccc(C=NNC(=O)C2CC2)cc1	-8.0

Screening results from PubChem.

A portion of the library. The share of hits here may be higher or lower than overall.
